EPAC1 antag – qHTS for Antagonist of cAMP-regulated guanine nucleotide exchange factor 3 (EPAC1): primary screen | 360,000 tested, 0.14% active | Rap guanine nucleotide exchange factor 3 (Homo sapiens), O95398 | EPAC1 GEF assay, Rap1b-BODIPY-GDP exchange fluorescence | Potency, µM (top dose mostly 115 µM), for the others: at the highest dose activity change, negative = inhibition, most hits filed as inhibitors;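 also: potency is read from the fitted curve at half-maximal effect; plate controls were vehicle for no effect and positive control for full effect; nearly all actives have a fitted effect of over 50% in size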
EPAC1 ag – qHTS for Agonist of cAMP-regulated guanine nucleotide exchange factor 3 (EPAC1): primary screen; Rap guanine nucleotide exchange factor 3 (Homo sapiens), O95398; EPAC1 agonist qHTS, biochemical assay; response scale: 100% = response to 6.5 mM cAMP; 360,000 tested, 0.073% active; Potency, µM (titrated, usually from 154 µM), for the others: top-dose activation, usual class: activators; also: potency is read from the fitted curve at half-maximal effect; nearly all actives have a fitted effect of over 60% in size
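Normalized to 6.5 mM cAMP, activity reflects EPAC1-catalysed release of BODIPY-GDP from Rap1B, followed kinetically over 30 min at 480 nm excitation, 540 nm emission. Reaction contained 100 nM EPAC1, 250 nM Rap1B-BODIPY-GDP, 50 uM GDP.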
PLK1 PBD block – qHTS for Inhibitors of PLK1-PDB (polo-like kinase 1 - polo-box domain): Primary Screen | Serine/threonine-protein kinase PLK1 (Homo sapiens), P53350 | Plk1 PBD binding of FITC phosphopeptide, fluorescence polarization | Potency, µM, without a hit: max response, negative = inhibition, hits mostly inhibitors | 360,000 tested, 2.8% active | AID 720504, 2013; also: potency is read from the fitted curve at half-maximal effect; series mostly up to about 57 µM; % is scaled to controls: 0 for no effect and ±100 for the full control effect; nearly all actives have a fitted effect of over 65% in size
CCT chaperon mod – High-Throughput Screening for Modulators of Cytosolic Chaperonin Activity | purified chaperonin ATPase assay, HTRF ADP detection, 30 min | activity change, % (no concentration beside the values), hits read low | 360,000 tested, 0.3% active; in the data active = activity change below about -30%; also: % is scaled to controls: 0 for no effect and ±100 for the full control effect
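Enzyme 40 or 20 nM (batch-dependent) in Tris pH 7.4/KCl/MgCl2/DTT; cpd 76 uM single point; ATP 10 uM; 30 min 37 °C; Transcreener ADP HTRF detection, 30 min RT; ratio 665/615.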
MmCpn inh – Inhibitors of TCP-1 ring complex (TRiC) of Methanococcus maripaludis (MmCpn): qHTS; Chaperonin Mm-Cpn (Methanococcus maripaludis); purified Mm-Cpn ATPase, ADP Transcreener TR-FRET; Potency, µM (doses to about 76.9 µM), without a hit: at the highest dose activity, negative = inhibition, usual class: inhibitors; 330,000 tested, 0.031% active; also: potency is read from the fitted curve at half-maximal effect; % is scaled to controls: 0 for no effect and ±100 for the full control effect; nearly all actives have a fitted effect of over 80% in size
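ATPase turnover read by TR-FRET ADP competition (Eu cryptate antibody/ADP-d2, 665/590 nm): 10uM ATP final, 25nM Mm-CPN final, 30 min 37degC after 10-min compound preincubation, pH 7.4 Tris/KCl/MgCl2/DTT buffer.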
WRN inhibitor – qHTS for Inhibitors of WRN Helicase; Bifunctional 3'-5' exonuclease/ATP-dependent helicase WRN (Homo sapiens), Q14191; WRN helicase unwinding, fluorescent forked duplex, kinetic; Potency, µM (highest dose often 114 µM), inactives show at the highest dose activity change, negative = inhibition, usual class: inhibitors; 360,000 tested, 0.46% active; AID 651768, 2012; also: potency is read from the fitted curve at half-maximal effect; % is scaled to controls: 0 for no effect and ±100 for the full control effect; nearly all actives have a fitted effect of over 55% in size
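Fluorescence dequenching readout, ex 525 nm/em 598 nm, kinetic mode: forked duplex DNA (100 nM final) with adjacent fluorophore and quencher unwound by WRN (20 nM final) with 2 mM ATP. Compound preincubation 15 min, room temperature.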
EPAC2 antag – qHTS for Antagonist of cAMP-regulated guanine nucleotide exchange factor 2 (EPAC2): primary screen; Rap guanine nucleotide exchange factor 4 (Homo sapiens), Q8WZA2; EPAC2 GEF exchange of Rap1B-BODIPY-GDP, fluorescence; Potency, µM (titrated, usually from 114 µM), inactives show top-dose activity, negative = inhibition, usual class: inhibitors; 360,000 tested, 0.18% active; also: potency is read from the fitted curve at half-maximal effect; % is scaled to controls: 0 for no effect and ±100 for the full control effect; nearly all actives have a fitted effect of over 45% in size; many of its hits are not listed in these tables
PI5P4Ka inh – qHTS for Inhibitors of phosphatidylinositol 5-phosphate 4-kinase (PI5P4K) | PI5P4Kalpha enzyme, ADP-Glo luminescence, 60 min; active compounds read low | Phosphatidylinositol 5-phosphate 4-kinase type-2 alpha (Homo sapiens), P48426 | max response, % | 330,000 tested, 1.2% active | AID 652105, 2013; active = max response of -50% or lower; inconclusive = between -30% and -50%; inactive = -30% or higher; also: value at the top dose of about 77 µM; % is scaled to controls: 0 for no effect and ±100 for the full control effect
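Single end-point luminescence (ADP-Glo) quantified ADP from PI5P4Kalpha turnover; ATP 5 microM final, 1 h at RT, 0.1% CHAPS and 0.28 mM EGTA in HEPES pH 7.4.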
An asterisk follows results filed as active; ? = inconclusive; nt = no result given; [ ] = remark or other dose. Unless noted, calls follow the shape of the dose curve; as a rule, active = well fitted curve in the direction sought with a large enough effect; inconclusive = small, poorly fitted or top-dose-only effect, or another doubt; inactive = no such curve, though single readings can be large; an effect the other way counts as inactive or inconclusive.

cpd	Structure	PI5P4Ka inh	WRN inhibitor	EPAC1 ag	EPAC1 antag	MmCpn inh	CCT chaperon mod	PLK1 PBD block	EPAC2 antag
1	CCC(=O)NC(c1ccccc1)c1nc2ccccc2[nH]1 (stereo not given)	nt	-1%	11%	4%	-2%	-2.4	-2%	-3%
2	CC(C)Oc1ccc(C(=O)OC(C)C(=O)Nc2nc(-c3cccc([N+](=O)[O-])c3)cs2)cc1 (stereo not given)	3	-3%	-1%	-18%	0%	0.2	-8%	0%
3	O=C(NC1CCN(S(=O)(=O)c2ccc(Cl)c(F)c2)CC1)c1cccnc1	0	-1%[57.1 µM]	6%	-18%	0%	-1.3	-1%	-5%
4	CSCC[C@H](NC(=O)C1CCN(S(=O)(=O)c2ccc(C)cc2)CC1)C(=O)NC1CCS(=O)(=O)C1 (stereo not given in full)	0	-3%	-2%	-26%	1%	0.7	-10%	-14%
5	Cc1ccccc1NC(=O)COC(=O)c1ccc(S(C)(=O)=O)c([N+](=O)[O-])c1	6	-9%[11.6 µM]	2%	-27%	0%	-1.0	?	2%
6	CC(C)(C)C(=O)Nc1ccc(C(=O)CSc2nnc(C3CC3)n2C2CC2)cc1	-4	-2%	3%	9%	-2%	0.4	0%	7%
7	Cc1cc(C)c(C(=O)CSc2nnc(C)s2)c(C)c1	3	0%	-5%	8%	1%	-2.8	-8%	5%
8	C=CCCC(=O)N1C[C@H]2CON(C)[C@H]2C[C@H]1c1cccc(N2CCOCC2)c1	4	-7%	3%	-14%	nt	1.3	-10%	3%
9	Cc1ccc(S(=O)(=O)CCC(=O)OCC(=O)Nc2cc(F)ccc2C)cc1	3	0%	-3%	19%	-1%	-0.5	-5%	8%
10	O=C(CSc1nc2ccccc2c(=O)n1CCCN1CCOCC1)c1c[nH]c2ccccc12	4	-34%[57.1 µM]	5%	-10%	-2%	-2.3	-19%	-7%
11	O=C(COc1ccccc1)Nc1ccc(S(=O)(=O)NCc2ccco2)cc1	?	-32%[57.1 µM]	2%	-18%	1%	0.0	-12%	-6%
12	O=C(Nc1ccnn1C1CCN(C2CCCC2)CC1)c1ccccc1	3	0%	-4%	-17%	2%	0.6	0%	14%
13	CC(C)Oc1ccc(C(=O)Nc2c3c(nn2-c2ccccc2)CS(=O)(=O)C3)cc1	-10	-5%	-7%	-6%	-4%	-1.3	-3%	-3%
14	COc1ccc(C(CNC(=O)c2ccc(C)o2)N2CCOCC2)cc1 (stereo not given)	4	9%	-2%	-15%	-5%	-1.3	-3%	9%
15	CCn1nnnc1SCCSc1nnnn1CC	nt	2%	1%	4%	1%	-2.9	-4%	8%
16	C/C(=N\Nc1cc(N2CCCCC2)nc(C)n1)c1ccc(Br)cc1	40	-7%	15%	-7%	0%	-2.8	5%	-21%
17	COc1ccc(NCC(=O)N/N=C(\C)c2cc3ccccc3o2)cc1	6	-4%	-2%	-4%	-5%	-1.3	1%	-1%
18	O=C1NC[C@@H](CCCCN2C[C@H](Cc3ccccc3)N(CC3CCCCC3)C(=O)C2=O)N(CC2CCCCC2)C1=O	-1	8%	0%	-20%	nt	1.0	3%	-4%
19	CCC(=O)Nc1cc(-c2nn3c(C)nnc3s2)ccc1C	1	-2%	1%	6%	-2%	-0.7	-4%	-3%
20	Cc1ccc(S(=O)(=O)N2CCCCC2)cc1NC(=O)COC(=O)c1cccc(O)c1	-1	-5%	19%	-1%	nt	-1.1	-1%	-19%
21	CCn1c(C(=O)N2CCc3ccccc3C2)cc2sccc21	1	-7%	1%	?	0%	0.7	-19%	?
22	Nc1cccc(NC(=O)c2ccco2)c1	-1	-1%	8%	-11%	-2%	-7.4	-3%	1%
23	O=C(C1CCCO1)N1CCN(C(=S)Nc2ccc(F)c(Cl)c2)CC1 (stereo not given)	-7	5%	-2%	-22%	2%	-7.2	-20%	0%
24	CC1CCCC(C)N1C(=O)CSc1nccc(=O)[nH]1 (stereo not given)	2	-5%	10%	-25%	1%	-2.0	-13%	4%
25	N#CCc1ccccc1C(=O)OCC(=O)N(Cc1ccccc1)Cc1ccccc1	5	0%	8%	-11%	2%	-0.3	2%	-13%
26	CCS(=O)(=O)NCCc1csc(-c2cccnc2)n1	1	-4%	6%	-4%	0%	-0.8	7%	5%
27	COc1ccc(CNC(=O)CN2CCC(NC(=O)c3cccc(OC)c3)CC2)cc1	3	-21%	2%	-12%	nt	1.9	-8%	0%
28	CCOC(=O)c1sc(N2N=C(C)/C(=C\c3ccc(OCC(=O)OC)cc3)C2=O)nc1C	-5	-30%	-2%	5%	-6%	0.9	13µM*	2%
29	O=C(CNC(c1ccccc1)c1ccccc1)Nc1ccccc1Br	-1	-2%	0%	-27%	-2%	-1.6	-14%	-22%
30	O=C(/C=C/c1cccnc1)c1ccc([N+](=O)[O-])cc1	0	2%	-13%	?	-1%	-4.0	-20%	8%
31	CC(=O)c1ccc(NC(=O)C(Cc2ccccc2)NC(=O)c2ccco2)cc1 (stereo not given)	-6	-8%	8%	1%	-1%	-4.0	0%	0%
32	O=C(COc1cccc(Br)c1)N/N=C/c1ccc2c(c1)OCCO2	-13	4%	-12%	-4%	nt	0.8	-6%	0%
33	COc1ccccc1CNC(=S)NC1CCCC1	-6	-7%	2%	-16%	0%	-3.9	-17%	0%
34	CCOC(=O)C1C(=O)NC(c2ccccc2)=NC1c1ccc(OC)cc1 (stereo not given)	6	3%	4%	-14%	1%	0.0	-12%	9%
35	CCN(C(=O)C(C)OC(=O)C1C(C(=O)OC)=C(C)NC(C)=C1C(=O)OC)c1ccccc1 (stereo not given)	2	0%	0%	3%	1%	0.3	0%	8%
36	CC(C)(C)c1cnnn1-c1ccc(-c2csc(N)n2)cc1	nt	-5%	2%	-4%	0%	-4.8	-13%	0%
37	Cc1ccc(C)c2[nH]c(=O)c(CCNC(=O)CCc3ccccc3)cc12	3	4%	-1%	-4%	1%	-0.7	-7%	0%
38	CC(=O)Nc1ccc(OCC(O)Cn2c(C(C)C)nc3ccccc32)cc1 (stereo not given)	1	-7%	4%	2%	2%	-1.0	1%	-4%
39	O=C(NCCC1=CCCCC1)c1c(O)nc2ccccn2c1=O	2	-8%	7%	?	0%	2.1	-8%	8%
40	COc1cccc(CNC(=O)c2cc(S(=O)(=O)N3CCCC3)cn2C)c1	-24	-1%	-22%	3%	-4%	2.7	-10%	16%
41	CN(CC(=O)Nc1c(Cl)cccc1Cl)C(=O)c1cccn1C	-5	-8%	-22%	-11%	1%	-1.1	1%	1%
42	COc1ccc(Cc2nc(-c3ccc(Br)cc3)no2)cc1	nt	-16%	20%	-2%	-2%[15.4 µM]	-2.3	0%	-14%
43	O=S(=O)(NC1CC1)c1ccc(Cl)cc1F	8	-3%	-1%	-12%	0%	-0.2	-1%	-11%
44	CN(C)c1ncnc2c1ncn2-c1ccccc1	-8	0%	3%	4%	nt	-2.4	-12%	1%
45	CCOC(=O)C1CCN(c2ccccc2CN2CCN(c3ccccc3OCC)CC2)CC1	2	-5%	14%	7%	0%	-0.3	2%	-18%
46	Cc1ccccc1N1CCN(C2CCCN(C(=O)CCc3c(C)noc3C)C2)CC1 (stereo not given)	4	-22%	-4%	-26%	-1%	-0.1	1%	-5%
47	O=C(NCCc1ccccc1)c1ccc(Cl)c([N+](=O)[O-])c1	nt	-4%	1%	6%	3%	-1.2	-2%	1%
48	Cc1cccc(C)c1N1CCN(C(c2cc3ccccc3o2)c2nnnn2C(C)(C)C)CC1 (stereo not given)	5	-3%	-13%	4%	nt	0.9	-1%	0%
49	COC(=O)c1ccccc1NC(=O)c1onc(C)c1Cl	-5	2%	2%	-4%	-1%	-4.0	-8%	15%
50	O=C(CCCOc1ccc(Cl)cc1Cl)N1CCCc2ccccc21	22	-11%	11%	-15%	-2%	-7.6	-3%	-2%
51	O=C(/C=C/c1ccccc1)NCCS(=O)(=O)N1CCN(c2ccccc2F)CC1	4	2%	-8%	-7%	-1%	0.7	-14%	-11%

3 entries from above, sorted by length of the SMILES, lowest first.
cpd	Structure	PI5P4Ka inh	WRN inhibitor	EPAC1 ag	EPAC1 antag	MmCpn inh	CCT chaperon mod	PLK1 PBD block	EPAC2 antag
44	CN(C)c1ncnc2c1ncn2-c1ccccc1	-8	0%	3%	4%	nt	-2.4	-12%	1%
46	Cc1ccccc1N1CCN(C2CCCN(C(=O)CCc3c(C)noc3C)C2)CC1 (stereo not given)	4	-22%	-4%	-26%	-1%	-0.1	1%	-5%
48	Cc1cccc(C)c1N1CCN(C(c2cc3ccccc3o2)c2nnnn2C(C)(C)C)CC1 (stereo not given)	5	-3%	-13%	4%	nt	0.9	-1%	0%

Entries listed so far that have a nitro group on carbon:
cpd	Structure	PI5P4Ka inh	WRN inhibitor	EPAC1 ag	EPAC1 antag	MmCpn inh	CCT chaperon mod	PLK1 PBD block	EPAC2 antag
2	CC(C)Oc1ccc(C(=O)OC(C)C(=O)Nc2nc(-c3cccc([N+](=O)[O-])c3)cs2)cc1 (stereo not given)	3	-3%	-1%	-18%	0%	0.2	-8%	0%
5	Cc1ccccc1NC(=O)COC(=O)c1ccc(S(C)(=O)=O)c([N+](=O)[O-])c1	6	-9%[11.6 µM]	2%	-27%	0%	-1.0	?	2%
30	O=C(/C=C/c1cccnc1)c1ccc([N+](=O)[O-])cc1	0	2%	-13%	?	-1%	-4.0	-20%	8%
47	O=C(NCCc1ccccc1)c1ccc(Cl)c([N+](=O)[O-])c1	nt	-4%	1%	6%	3%	-1.2	-2%	1%

From PubChem BioAssay

This is a subset, so the mix of outcomes need not match the whole.
